Screens as filed in PubChem.
ERK EGF block: qHTS Assay for Inhibitors of the ERK Signaling Pathway using a Homogeneous Screening Assay; Stimulation with EGF; Potency, µM (titrated, usually from 11.5 µM), without a hit: at the top dose activity change, negative = inhibition, hits mostly inhibitors; HEK293-V1b, EGF-stimulated phospho-ERK AlphaScreen; actives 0.41% (n = 130,000); active means well fitted inhibition curve with a large enough effect; inconclusive means small, poorly fitted or top-dose-only effect, or effect the other way;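 further: plate controls were stimulated vehicle wells for no effect and unstimulated vehicle basal for full effect; nearly all actives have a fitted effect of over 55% in size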
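In this qHTS, HEK293 cells with stable type-1 vasopressin (V1b) receptor were exposed to compound at 37C for 30 min, stimulated 5 min with EGF at 25 nM, lysed, and probed for phospho-ERK by AlphaScreen.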
Numbers without * were called inactive; u = inconclusive; & = joins results of further samples; [ ] = dose if it differs, or a comment. Potency means the concentration at half of the fitted maximal effect. Some of the compounds tested, so the mix of outcomes need not match the whole.

Compound | ERK EGF block
CCC(C)[C@H](NC(=O)NCc1ccc(F)cc1)C(=O)O (stereo not given in full) | -8%[57.5 µM]
S=P(N1CC1)(N1CC1)N1CC1 | 10%
O=C(C(Cl)Cl)N1CCN(c2ccccn2)CC1 | 8%
O=C1N(c2ccc(Cl)cc2)C(c2ccccc2)N2CCCN12 (stereo not given) | 5%
COC(=O)c1cc(-c2ccc(OC)cc2)n[nH]1 | -12%
COC(=O)[C@@]1(C)CCC[C@@]2(C)c3ccc(O)c(C(C)C)c3CCC21 (stereo not given in full) | 22µM*
COc1ccc(CC(=O)OCC(=O)Nc2ccc3c(c2)OCO3)cc1OC | -2%
O=C(O)c1ccccc1N/N=C/c1c(Sc2nnnn2-c2ccccc2)nc2ccccn2c1=O | 17%[57.5 µM]
Cc1ccc(S(=O)(=O)NCc2ccccc2)cc1 | 1%
Nc1c(C(=O)c2ccccc2)oc2ccc([N+](=O)[O-])cc12 | 3%[57.5 µM]
O=[N+]([O-])c1cccc(N/N=C/c2cccc(O)c2O)c1 | 6%
O=C(CC(c1ccccc1)c1ccco1)N1CCCCC1 (stereo not given) | -10%
OCC1OC(n2cnc3ccccc32)CC1O (stereo not given) | -2%[57.5 µM]
COc1ccc(C(=O)N/N=C(\Cc2ncc[nH]2)c2ccccc2)cc1 | 5%
N#CC(C#N)=C1C=CC=CN1/C(=C\c1ccccc1Cl)C(=O)c1ccccc1 | u
O=C(CNC(=O)c1cccc(F)c1)N/N=C/c1ccc([N+](=O)[O-])s1 | 6%

A second format for some results above:
N#CC(C#N)=C1C=CC=CN1/C(=C\c1ccccc1Cl)C(=O)c1ccccc1
- ERK EGF block: u

O=C(CNC(=O)c1cccc(F)c1)N/N=C/c1ccc([N+](=O)[O-])s1
- ERK EGF block: 6%

(next part)
Compound | ERK EGF block
CCc1nc2ccccc2n1CC(=O)Nc1cc(C)on1 | 5%
COc1ccc2cc(/C=N/NC(=O)c3ccc(CN(c4cccc(Cl)c4Cl)S(C)(=O)=O)cc3)c(Cl)nc2c1 | -11%
O=C(Nc1ccc2c(c1)OCO2)c1ccc2c(c1)OCO2 | -1%
COc1cc(CNCCN2CCOCC2)ccc1OCc1c(Cl)cccc1Cl | 4%
COC(=O)c1oc2ccccc2c1NC(=O)c1ccccc1O | 22%
CC(=O)Nc1ccc(/C=N/N2CCCCC2)cc1 | 2%
O=C(CSc1nc2ccc([N+](=O)[O-])cc2[nH]1)c1ccc(Cl)cc1 | u
Cc1ccc(NC(=O)c2cc3c(=O)oc4ccccc4c3s2)nc1 | 3%
Cc1cc(Oc2ccc(Cl)cc2)nc(-c2ccccn2)n1 | u
Cc1cc(NC(=O)COC(=O)C2CCC2)no1 | -3%
O=C1OCC2=C1C(c1ccccc1)CC(=O)N2c1ccc(F)cc1 (stereo not given) | 3%
O=C(CSc1nc2ccccc2c(=O)[nH]1)c1ccc(O)cc1O | -9%
CCCCN1C(=O)C(O)(CC(=O)c2ccccn2)c2ccccc21 (stereo not given) | 1%
Cc1cccc(NC(=O)c2cc3cc([N+](=O)[O-])ccc3s2)n1 | -2%[57.5 µM]
N#Cc1c(CSCC(=O)O)cc(=O)n2c1[nH]c1ccccc12 | -5%[57.5 µM]
O=C(/C=C/c1ccc(S(=O)(=O)N2CCOCC2)cc1)NC(=S)Nc1ccc(N2CCOCC2)cc1 | 0%
CCC(C)NC(=O)C(=O)NCc1ccccn1 (stereo not given) | 5%
COC(c1ccccc1)c1nnc(CCC(=O)N(C)C(C2CC2)C2CC2)o1 (stereo not given) | 6%
COc1cc(C2C(C#N)=C(N)Oc3cc(C)oc(=O)c32)cc(OC)c1OC (stereo not given) | 1%[57.5 µM]
Fc1ccccc1CCNc1c2c(nc3ncnn13)CCCC2 | 1%
O=C(N/N=C/c1ccco1)c1ccc(C(=O)N/N=C/c2ccco2)o1 | 6%
CCCCNC(=S)NC(C)(C)CO | -18%
Cc1cc(C)n(-c2ccc(Cl)c(C(=O)NCc3ccccc3)n2)n1 | -8%
O=C(/C=C/c1cccs1)Nc1cccc(NC(=O)/C=C/c2cccs2)n1 | 3%
Cc1cc(C(=O)CN2C(=O)NC(C)(CC(C)C)C2=O)c(C)n1-c1ccc2c(c1)OCO2 (stereo not given) | 2%
Cc1c(NC(=S)NNC(=O)CCC(=O)O)c(=O)n(-c2ccccc2)n1C | 2%[57.5 µM]
Cc1sc2nc(-c3ccccc3)[nH]c(=O)c2c1-c1ccccc1 | 8%
CC1(C)SC2C(NC(=O)COc3ccccc3)C(=O)N2C1C(=O)O (stereo not given) | 14%&-1%
CCC(=O)c1ccc(N2CCN(C(=O)c3ccccc3F)CC2)c(F)c1 | 6%
CC(=O)c1cc(CN2CCC(N3CCC(C(=O)NC(C)C)CC3)CC2)cs1 | -11%
Cc1ccccc1NC(=S)N(CCN1CCOCC1)Cc1ccccc1F | 1%
NC(=NCCc1ccccc1)NS(=O)(=O)c1ccc2ccccc2c1 | -4%
COCC(C)n1c(SCC(=O)N2CCc3ccccc3C2)nc2ccccc2c1=O (stereo not given) | 1%
CCCCCc1ccc(C(=O)CCCC)c(=S)[nH]1 | -3%
O=C(Nc1ccc(N2CCOCC2)cc1)c1ccc(-c2ccccc2[N+](=O)[O-])o1 | u
O=S(=O)(c1ccc(Cl)cc1)N1CCN(S(=O)(=O)N2CCCCCC2)CC1 | -5%
COc1cccc(C(=O)/C=C/c2ccc(OCC#N)c(OC)c2)c1 | 8%
CC(C)(C)Nc1c(N)c(=O)oc2ccccc12 | -1%
CCN(CC)S(=O)(=O)c1ccc(N2CCCC2)c(NS(=O)(=O)c2ccc(F)cc2)c1 | 11%
CN(C)S(=O)(=O)c1ccc(Cl)c(NC(=O)COc2ccccc2[N+](=O)[O-])c1 | -5%
CC(=O)n1cc([C@H]2C=C(C(=O)N3CCN(Cc4ccccc4)CC3)O[C@@H](OCc3ccc(CO)cc3)C2)c2ccccc21 | -12%[57.5 µM]
Cc1ccc(-n2c(SCC(=O)Nc3cccc(S(=O)(=O)NC4=NCCCCC4)c3)nc3ccccc3c2=O)cc1C | -11%
O=C(O)/C=C/C(=O)Nc1ccccc1-c1ccccc1NC(=O)/C=C/C(=O)O | 7%
COc1ccc(Nc2nnc(SCC3CCCCO3)s2)cc1 (stereo not given) | -3%
COc1ccc(CC(=O)NCC2(c3ccc(OC)c(OC)c3)CCOCC2)cc1 | -11%[57.5 µM]
NNC(=S)Nc1c(Br)cc(F)cc1Br | -6%[57.5 µM]
COc1ccc2[nH]cc(CCNC(C)=O)c2c1 | -6%
N#C/C(=C\N1CCCCC1)S(=O)(=O)c1ccc(Cl)cc1 | 3%[57.5 µM]

Single values from the entries so far:
Result of `CC(=O)n1cc([C@H]2C=C(C(=O)N3CCN(Cc4ccccc4)CC3)O[C@@H](OCc3ccc(CO)cc3)C2)c2ccccc21` in ERK EGF block: -12%[57.5 µM]
Result of `NNC(=S)Nc1c(Br)cc(F)cc1Br` in ERK EGF block: -6%[57.5 µM]
Result of `COc1ccc2[nH]cc(CCNC(C)=O)c2c1` in ERK EGF block: -6%

Further entries:
Compound | ERK EGF block
CC(C)N(C(=O)c1ccc(C(=O)Nc2ccc([N+](=O)[O-])cc2)cc1)C(C)C | -4%
COc1cc(/C=N/n2nnnc2Nc2ccccc2)cc(OC)c1OC | 3%
COc1ccc(/C=C2\SC(=S)N(CC(=O)OCC(=O)Nc3ccc([N+](=O)[O-])cc3OC)C2=O)cc1 | -15%
CC(C)CN1CCN(Cc2cccn2-c2cccnc2)CC1CCO (stereo not given) | -5%
Cc1nnc(NN)n(N)c1=O | 3%[57.5 µM]
CC(=O)NCC(=O)NNC1CC(=O)N(c2cccc(Cl)c2)C1=O (stereo not given) | -3%[57.5 µM]
Cn1c(SCC(=O)Nc2ccccc2)nnc1C(F)(F)F | -10%
CCOc1ccc2c(c1)sc(N)[n+]2Cc1cc(C)cc2cccnc12 | -9%
COc1ccc(Cl)cc1NC(=O)N1CCN(c2ccccc2OC)CC1 | -7%[57.5 µM]
Cc1cccc(OCCCC(=O)NCC(=O)Nc2cccc(C)c2C)c1 | 1%
C#CCOCCOCCOCCNc1nc(N2CCN(C(=O)C([C@@H](C)CC)n3cc(C(N)CC(C)C)nn3)CC2)nc(N2CCN(C(=O)[C@H](CCC(=O)O)n3cc(C(N)[C@H](C)CC)nn3)CC2)n1 (stereo not given in full) | -8%[57.5 µM]
OCC1(Cc2ccccc2)CCCN(Cc2cnn(-c3ccccc3)c2)C1 (stereo not given) | -5%
CCCCn1c(=NC(=O)c2ccco2)c(C(=O)OCC)cc2c(=O)n3cccc(C)c3nc21 | 7%[57.5 µM]
C/C(N)=C(/C#N)C(=O)CSc1nnc(Nc2ccccc2)s1 | -3%
NC(=O)C[C@@H]1NC(=O)CNC(=O)c2cc([N+](=O)[O-])cc(I)c2NCCC(C(N)=O)NC1=O (stereo not given in full) | 0%
CCN(CC)CCN1C2=C(C(=O)CC(C)(C)C2)C(c2cccc(F)c2)C2=C1CC(C)(C)CC2=O | -3%

Ordered by value in ERK EGF block (lowest first): some entries from above
Compound | ERK EGF block
O=C(CC(c1ccccc1)c1ccco1)N1CCCCC1 (stereo not given) | -10%
O=C(/C=C/c1cccs1)Nc1cccc(NC(=O)/C=C/c2cccs2)n1 | 3%
CCC(C)NC(=O)C(=O)NCc1ccccn1 (stereo not given) | 5%
O=[N+]([O-])c1cccc(N/N=C/c2cccc(O)c2O)c1 | 6%
O=C(C(Cl)Cl)N1CCN(c2ccccn2)CC1 | 8%
CCN(CC)S(=O)(=O)c1ccc(N2CCCC2)c(NS(=O)(=O)c2ccc(F)cc2)c1 | 11%

More records:
Compound | ERK EGF block
COc1ccc(N(C)S(=O)(=O)c2ccc(C)cc2)c([N+](=O)[O-])c1 | -4%
Cc1nnc(SCc2cc(=O)oc3cc(O)ccc23)n1Cc1ccccc1 | 1%
S=C(NCc1ccccc1Cl)Nc1ccccc1Cl | -8%
S=C(NCCc1ccccc1)NN=C1CCCCCC1 | 31%
Cc1ccc(NC(=O)c2cccc(NC(=O)/C=C/c3ccco3)c2)cc1C | 10%
Cc1ccc(S(=O)(=O)N(C)C)cc1NC(=O)COC(=O)COc1ccccc1[N+](=O)[O-] | 3%
COc1ccc(NC(=O)CN2CCC(Cc3ccccc3)CC2)cc1S(=O)(=O)N1CCOCC1 | 3%
CC1CC1C(=O)OCC(=O)Nc1ccc(N=Nc2ccccc2)cc1 (stereo not given) | 20µM*
Nc1ccc(-c2ccc3ccccc3n2)cc1 | 2%
O=C(Cc1ccccc1Cl)NNC(=O)Nc1ccccc1 | -11%
COc1ccc(NS(=O)(=O)c2cc(NC(=O)c3cccc(OCc4c(C)noc4C)c3)ccc2OC)cc1 | 5%
COc1ccc(NC(=O)c2ccc(NC(=O)COC(=O)CC(NC(=O)c3ccccc3Cl)c3ccccc3)cc2)cc1 (stereo not given) | 5%
CN1C(=O)C2(c3ccccc31)c1c(oc3ccccc3c1=O)C(=O)N2CCO (stereo not given) | -20%[57.5 µM]
CCOC(=O)c1cc(-c2ccccc2)sc1NC(=O)CC | 0%
Cc1onc(C(=O)Nc2sc3c(c2C(N)=O)CCCC3)c1[N+](=O)[O-] | -5%[57.5 µM]
COc1ccc(OC)c(NC(=O)Cn2cc(C=O)c3ccccc32)c1 | -4%
Cc1ccc(N2C(=O)C3C(C2=O)N2C(c4cccs4)C4C(=O)N(c5ccc(C)cc5)C(=O)C4N2C3c2cccs2)cc1 (stereo not given) | -4%
Cc1ccc(S(=O)(=O)Oc2ccc(/C=C(/NC(=O)c3ccccc3)C(=O)NCCCC(=O)O)cc2)cc1 | 2%
COc1ccc(C(=O)N/N=C/c2cc(Br)ccc2O)cc1OC | -6%[57.5 µM]
Cn1cnc([N+](=O)[O-])c1Sc1ncn[nH]1 | 41%[57.5 µM]
CN(C)c1ccc(CN(C(=O)/C=C/c2ccco2)C2CCS(=O)(=O)C2)cc1 (stereo not given) | -9%[57.5 µM]
Oc1ccc(C=Nc2ccccc2-c2nc3ccccc3[nH]2)cc1 | -2%
O=C1c2ccc(-c3ccc4c(c3)C(=O)N(CCCO)C4=O)cc2C(=O)N1CCCO | 2%[57.5 µM]
Cc1ccc(NC(=O)c2cncc(Br)c2)c(O)c1 | -8%
O=C(c1ccccc1)N1CCN(C2CCCCC2)CC1 | 11%
Cc1ccc(C)c2[nH]c(=O)c(CCNC(=O)CC(C)(C)C)cc12 | 1%
S=C(Nc1ccccc1)N1CCN(C(=S)Nc2ccccc2)CC1 | -12%
CCCS(=O)(=O)Nc1c(C(=O)O)[nH]c2ccc(OC)cc12 | -8%[57.5 µM]
COc1cccc(C2=NOC(C(=O)Nc3c(C)n(C)n(-c4ccccc4)c3=O)C2)c1 (stereo not given) | -3%[57.5 µM]
CC(=O)NC1(C(=O)O)CCCC1 | -4%[57.5 µM]
CC(C)N1C(=O)S/C(=C/c2ccc(Sc3nc4ccccc4[nH]3)o2)C1=O | u
CCCc1nc2ccccc2c(NC(=O)CN(CC)CC)c1CC | -9%[57.5 µM]
CC(=O)c1cc(CN2CCN(CC=C(C)C)C(CCO)C2)cs1 (stereo not given) | -2%
O=C(c1cccn(Cc2ccc(C(F)(F)F)cc2)c1=O)N1CCOCC1 | -9%
COCCNCC(=O)N1CCCCCC1 | 19%
CCOC(=O)N1CCC(N(CCN(C)C)C(=S)Nc2ccccc2C)CC1 | 0%
FC(F)(F)c1cccc(OCc2noc(-c3ccsc3)n2)c1 | 3%[57.5 µM]
CC(=O)c1cccc(NC(=O)c2ccc(C(=O)Nc3cccc(C(C)=O)c3)nc2)c1 | -2%
CCCCn1c(=O)[nH]c(=O)c2c1nc(-c1cc3c(cc1Br)OCO3)n2C | 13%
CCOC(=O)c1cccc(NC(=O)/C=C/c2ccc([N+](=O)[O-])cc2)c1 | 32µM*
